OX1R antag – OX1R (HCRTR1) antagonists, primary screen, fluorescence, CHO/OX1R cells, Fluo-8 calcium, orexin A; Orexin/Hypocretin receptor type 1 (Homo sapiens), O43613; Fluo-8 calcium fluorescence; inhibition, % at 5 µM; 330,000 compounds, 0.43% hits; AID 434989, 2010;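 active means inhibition above its plate's threshold, mean inhibition of all tested compounds on the plate plus 3 SD, cut at about 37% in these data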;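 further: 0% = orexin A challenge wells and 100% = SB-334867-A antagonist wells; not every result past the cut was called active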
Target sequence (O43613 whole entry, looked up): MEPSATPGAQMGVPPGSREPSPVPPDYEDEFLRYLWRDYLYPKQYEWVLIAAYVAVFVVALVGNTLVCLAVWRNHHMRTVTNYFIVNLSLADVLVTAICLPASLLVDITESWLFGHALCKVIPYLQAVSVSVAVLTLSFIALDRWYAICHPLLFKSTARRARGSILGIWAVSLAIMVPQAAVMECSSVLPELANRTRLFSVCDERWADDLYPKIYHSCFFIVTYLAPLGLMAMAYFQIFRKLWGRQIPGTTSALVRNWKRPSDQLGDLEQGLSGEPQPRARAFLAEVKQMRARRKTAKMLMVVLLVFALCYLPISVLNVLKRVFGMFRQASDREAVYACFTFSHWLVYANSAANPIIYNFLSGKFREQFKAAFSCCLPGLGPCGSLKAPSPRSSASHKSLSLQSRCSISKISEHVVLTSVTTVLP
CHT allo act – CHT positive allosteric modulators, primary screen, cell-based, membrane potential dye, choline EC20 | AID 488977, 2010 | CHT-expressing cells; active compounds read high; LV-AA mutant CHT in HEK293 cells | 310,000 compounds, 0.49% hits | B-score at 10 µM;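 active means initial fluorescence not abnormally high and integrated response B-score, plate-corrected, over 3 SD above library mean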
Target sequence (Q9GZV3 whole entry, looked up): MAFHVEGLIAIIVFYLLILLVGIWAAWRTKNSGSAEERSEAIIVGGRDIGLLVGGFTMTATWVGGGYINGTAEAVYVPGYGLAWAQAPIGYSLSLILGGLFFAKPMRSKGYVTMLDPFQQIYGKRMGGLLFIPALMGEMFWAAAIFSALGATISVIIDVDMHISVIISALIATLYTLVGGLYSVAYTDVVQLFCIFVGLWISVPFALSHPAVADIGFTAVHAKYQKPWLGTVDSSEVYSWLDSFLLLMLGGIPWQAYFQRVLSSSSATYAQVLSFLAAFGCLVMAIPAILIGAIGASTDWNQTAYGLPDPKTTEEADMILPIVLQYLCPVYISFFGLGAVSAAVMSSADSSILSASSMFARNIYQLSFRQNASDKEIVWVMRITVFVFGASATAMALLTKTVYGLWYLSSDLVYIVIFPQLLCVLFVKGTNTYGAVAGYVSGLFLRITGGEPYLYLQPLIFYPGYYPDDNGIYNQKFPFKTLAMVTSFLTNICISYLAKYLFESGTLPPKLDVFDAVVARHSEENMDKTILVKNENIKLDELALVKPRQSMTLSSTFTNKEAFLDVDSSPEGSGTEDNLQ
* marks the source's active call; other numbers are inactive results; i = inactive; . = not tested or not shown.

Every second line gives: OX1R antag	CHT allo act
- CC[N+](CC)(CCO)CCCN1C(=O)C2CC=C(Cl)CC2C1=O (configuration not stated)
    -1.9	i
- COc1ccc2[nH]c(=O)c(CN(CCO)S(=O)(=O)c3ccc(C)cc3)cc2c1
    -26.9	i
- CN(CCOc1ccc(Cl)c(Cl)c1)Cc1ccccc1
    -29.1	i
- O=C(O)COc1ccc(/C=N/NC(=O)c2ccccc2Br)cc1
    -11.3	i
- CC(=O)N1CCn2c3c(c4cc(C)ccc42)CCCC31 (configuration not stated)
    -18.3	i
- Cc1cc(F)cc(C)c1Cn1cnc2c(cnn2C(C)(C)C)c1=O
    -14.0	.
- COc1ccc(S(=O)(=O)NCC(=O)N(CC(=O)NCC2CCCO2)c2c(C)cccc2C)cc1 (configuration not stated)
    -5.7	i
- CCCC(c1nnnn1C(C)(C)CC)N(CCCO)Cc1cc2cc(C)cc(C)c2[nH]c1=O (configuration not stated)
    -43.2	i
- COc1ccc2c3n(nc2c1)CCN=C3c1cc(Cl)c(N)c(Cl)c1
    -23.6	i
- COc1ccc(NC(=O)CN2CCN(CC(=O)Nc3ccccc3Cl)CC2)cc1Cl
    -23.2	i
- Cc1cccc(C(=O)Nc2ccc(CC(=O)O)cc2)c1
    -6.9	i
- Cc1[nH]nc2c1C1(CCN(C(=O)OCc3ccccc3)CC1)C(C#N)=C(N)O2
    -13.0	i
- CSCC[C@H](NC(=O)C1CCN(S(=O)(=O)c2ccc(C)cc2C)CC1)c1nc2ccccc2[nH]1
    3.6	.
- CC1=C(C(=O)Nc2ccccc2)C(c2ccco2)n2ncnc2N1 (configuration not stated)
    -2.1	i
- CCC(=O)Nc1nnc(Sc2ccc(N(C)C)cc2)s1
    -13.0	i
- Cc1cc(C(=O)N2CCCC(C(=O)c3cccc4ccccc34)C2)nc(C)n1 (configuration not stated)
    -28.4	i
- O=C(c1ccco1)N1CCN(c2ncnc3sc4c(c23)CCC4)CC1
    -14.6	i
- O=C(CSCc1ccc(Cl)cc1Cl)Nc1ccccc1C(=O)Nc1ccc(C(=O)O)cc1
    8.8	i
- Cc1ccc(F)c(Cn2cnc3c(cnn3C(C)(C)C)c2=O)c1Cl
    14.5	.
- COc1ccc(/C(C)=N/NC(=O)CNC(=O)c2ccco2)cc1
    -0.8	i
- CS(=O)(=O)n1nc(C(=O)N2CCOCC2)nc1N
    8.5	i
- S=c1nc(C2CC2)n(-c2ccccc2)[nH]1
    -19.7	i
- O=C(c1ccc(S(=O)(=O)N2CCOCC2)cc1)N(c1ccccc1)C1C=CS(=O)(=O)C1 (configuration not stated)
    2.5	i
- COc1cccc(NS(=O)(=O)c2cc(C)ccc2OC)c1
    -3.5	i
- COc1ccccc1NC(=O)Nc1nnc(Cc2ccc(F)cc2)s1
    -13.0	i
- CCN(CC)C(=O)Cn1cc(S(=O)(=O)CC(=O)NCc2ccc(C)cc2)c2ccccc21
    -21.4	i
- O=C(OCC(=O)N1CCN(c2ccccc2)CC1)c1cccc([N+](=O)[O-])c1
    -20.9	i
- CCc1ccc(S(=O)(=O)NCc2cn3ccsc3n2)s1
    -7.5	i
- CC(C)(C)c1ccc(/C([O-])=C(/C(=S)NCc2ccco2)[n+]2ccccc2)cc1
    -5.2	i
- COCCN(C(=O)COC(=O)Cc1coc2cc(C)ccc12)c1c(N)n(Cc2ccccc2)c(=O)[nH]c1=O
    -18.5	i
- Cc1cc(C(=O)OCC(=O)NCc2cccs2)c2ccccc2n1
    -32.0	i
- CCNc1ccc(S(=O)(=O)N(C)C)cc1NCC(=O)Nc1ccc(F)c(Cl)c1
    -3.5	i
- COc1ccc(S(=O)(=O)Nc2ccc(N3CCOCC3)nc2)cc1
    -22.8	i
- CC(=O)/C(N=Nc1cc2c(cc1[N+](=O)[O-])OCCO2)=C(\C)O
    -8.6	i
- O=C1OCCN1C(=O)[C@H]1[C@H](c2ccc(F)cc2)C(c2ccc(F)cc2)=NN1c1ccc(Br)cc1
    -24.1	i
- N#CNC(=Nc1cccc(F)c1)SCc1cccc(F)c1
    1.7	i
- Cc1c(Br)c([N+](=O)[O-])nn1CC(=O)NC1CCCCCC1
    -14.1	i
- CCOC(=O)c1c(NC(C)=O)sc2c(OCCN(CC)CC)c(Br)ccc12
    -25.3	i
- O=[N+]([O-])c1ccc(-c2nc(Nc3cccc(O)c3)c3ccccc3n2)cc1
    -3.0	i
- c1ccc(-c2nc(NC3CCCC3)c3ccccc3n2)cc1
    -43.8	i
- CCOCCCn1c(SCC(=O)Nc2cccc(OC)c2)nc2ccccc2c1=O
    .	i
- O=C(COC(=O)c1ccc[nH]c1=O)NCC12CC3CC(CC(C3)C1)C2
    10.9	.
- CC1CC(C)CN(c2cc3c(cc2[N+](=O)[O-])C(=O)N(c2ccccc2)C3=O)C1 (configuration not stated)
    -12.3	i
- CCC(=O)c1ccc(OCCN2CCOCC2)cc1
    -10.2	i
- Cc1ccc(C)c(N2CCN(C(=O)Cc3ccc(-n4c(=O)[nH]c5ccsc5c4=O)cc3)CC2)c1
    -17.8	i
- CCCn1c(SCC(=O)N(C)C2CCS(=O)(=O)C2)nc2sc3c(c2c1=O)CCC3 (configuration not stated)
    -12.2	.
- COc1ccc(CN(C(=O)CSc2nnc(-c3c[nH]c4ccccc34)o2)c2ccc(F)cc2)cc1OC
    34.0	i
- CCN(CCO)C(=S)Nc1cc(S(=O)(=O)N(C)C)ccc1C
    -15.3	i
- COc1ccc(NC(=O)c2cc(S(=O)(=O)N3CCCC3)oc2C)cc1
    -7.5	i
- Cn1c(=O)c2c(nc(SCc3ccc(C(=O)O)cc3)n2C)n(C)c1=O
    -10.3	i
- N#Cc1cccnc1N1CCN(C(=O)c2ccccc2)CC1
    .	i
- N=C(N)SCc1ccccc1Cl
    -6.7	i
- COc1ccc(NC(=O)CN2C(=O)N(C)Cc3ccccc32)c(C)c1
    -1.5	i
- CN1CC2([N+](=O)[O-])CC=C(Oc3ccccc3)C([N+](=O)[O-])(C1)C2 (configuration not stated)
    -22.6	i
- C/C=C(/C)C(=O)O[C@@H]1Cc2c(ccc3ccc(=O)oc23)OC1(C)C
    -21.9	.
- Cc1cc(Br)ccc1OCC(=O)N(Cc1nc(-c2ccccc2)no1)C(C)C
    37.5	i
- CCCCOCCCNC(=O)/C=C/c1ccccc1Cl
    -27.1	i
- COc1ccc(NS(=O)(=O)c2ccc(NS(=O)(=O)c3cccs3)cc2)cc1
    -16.3	i
- CCc1c(C)sc(NC(=O)c2noc(C)c2[N+](=O)[O-])c1C#N
    -8.4	i
- O=C1CC(Nc2ccccc2)C(=O)N1Cc1ccccc1 (configuration not stated)
    -11.8	i

4 of these compounds, reformatted:
Molecule,OX1R antag,CHT allo act
CCCn1c(SCC(=O)N(C)C2CCS(=O)(=O)C2)nc2sc3c(c2c1=O)CCC3 (configuration not stated),-12.2,.
Cc1cc(Br)ccc1OCC(=O)N(Cc1nc(-c2ccccc2)no1)C(C)C,37.5,i
CCC(=O)c1ccc(OCCN2CCOCC2)cc1,-10.2,i
COc1ccc(NC(=O)c2cc(S(=O)(=O)N3CCCC3)oc2C)cc1,-7.5,i

Later entries.
Every second line gives: OX1R antag	CHT allo act
- Cc1cc(C(=O)COC(=O)c2ccc(N)cc2)c(C)n1-c1c(C)n(C)n(-c2ccccc2)c1=O
    -12.1	i
- Cc1ccc(CNC(=O)C(=O)NCCC2CCCCN2S(=O)(=O)c2cccs2)cc1 (configuration not stated)
    -15.3	i
- CC(C)Cn1c(N)c(C(=O)COC(=O)c2ccc(F)cc2)c(=O)n(C)c1=O
    -17.6	i
- COc1cc(C(=O)NNC(=S)NCc2ccco2)cc(OC)c1OC
    -8.4	i
- COc1ccc(CCN2CC(C(=O)NCCc3ccccc3C)CCC2=O)cc1 (configuration not stated)
    -24.9	i
- Cc1ccc(CS(=O)(=O)Cc2ccc(C(=O)NCCc3ccccc3)o2)cc1
    2.1	i
- COc1cc(C)c(S(=O)(=O)NCc2cccs2)cc1C
    -0.4	i
- COC(=O)c1cc(NC(=O)CC2NCCNC2=O)cc(C(=O)OC)c1 (configuration not stated)
    9.2	i
- Cc1nc2ccc(C(=O)O)cc2nc1C
    -15.6	i
- COc1ccccc1OCC(=O)Nc1ccc(CSc2ccccc2)cc1C
    -14.8	i
- O=C(Nc1nccs1)c1ccc2c(=O)n3c(nc2c1)CCCCC3
    -15.7	i
- COc1ccc(NC(=O)C(C)SCc2ccccc2)cc1OC (configuration not stated)
    -12.3	i
- COCCOc1nc2ccccc2nc1C
    0.9	i
- O=C(c1ccco1)N1CCN(c2ncnc3c(-c4ccc(Cl)cc4)nsc23)CC1
    5.8	i
- CC(=O)N(CC1CCCO1)c1nnc(-c2cnccn2)s1 (configuration not stated)
    -14.2	i
- Cc1ccc(S(=O)(=O)N(C)CCCC(=O)N2CCOCC2)cc1
    -8.6	i
- O=C(O)CCCNC(=O)Nc1ccccc1
    11.7	i
- CCCCN(CCCC)CCCNC(=O)Cn1cc2c(n1)-c1c(oc(C(=O)N3CCCC3)c1C)CC2
    -26.6	i
- COc1ccc2c(=O)c3c(=O)n(Cc4ccco4)c(C(C)C)nc3oc2c1
    -27.8	i
- CCOc1ccccc1C(=O)NCCCn1ccnc1
    -17.2	i
- O=C(CC1S/C(=N/N=C/c2cccs2)NC1=O)Nc1ccc(Cl)cc1 (configuration not stated)
    15.7	i
- O=C1COc2ccc(C(=O)/C=C/c3ccccc3)cc2N1
    -4.7	i
- CS(=O)(=O)Cc1ccc(C(=O)N(CCc2ccccc2)Cc2ccccc2)cc1
    -13.5	i
- COc1ccc(O)c(CN2CCN(CCc3ccccc3)C(CCO)C2)c1 (configuration not stated)
    -32.1	i
- CC1Cn2c(nnc2-c2cc3ccccc3cc2O)S1 (configuration not stated)
    -3.6	i
- COc1ccc(S(=O)(=O)N2CCCCCC2)cc1N(C)S(=O)(=O)c1ccc(Cl)cc1
    10.0	i
- Cc1ccc(OCCOc2ccc(Br)cc2)c([N+](=O)[O-])n1
    -7.0	i
- CC(NC(=O)Nc1ccc(Br)cc1)C(C)(C)C (configuration not stated)
    6.0	i
- Cc1c(NC(=O)CSc2nncn2-c2ccccc2)c(=O)n(-c2ccccc2)n1C
    -11.3	i
- CCN1C(=O)/C(=C/c2cc(C)n(C)c2C)SC1=Nc1ccc(OC)cc1
    -46.1	i
- CCC(C(=O)NC1CCCCCC1)c1ccccc1 (configuration not stated)
    -21.3	i
- COc1cc(C(=O)Nc2nnc(CC(=O)N3CCOCC3)s2)cc(OC)c1OC
    -7.4	i
- Nc1ncc(N=Nc2cc(C(=O)O)ccc2Cl)s1
    -5.6	i
- O=C(/C=C/c1ccccc1O)c1ccco1
    0.0	i
- CCCSC1=N/C(=C/c2ccsc2)C(=O)N1c1ccccc1
    -22.1	i
- O=C(/C=C/c1cccc(Cl)c1)N1CCC(Cc2ccccc2)CC1
    -28.9	i
- O=C(CCc1ccccc1)Nc1ccncc1
    -3.9	i
- O=C(Cc1ncc(C(F)(F)F)cc1Cl)NCCc1ccccn1
    -10.3	i
- Cc1cccc(OCCCSc2nc3ccc(C)cc3[nH]2)c1
    -15.6	i
- COc1ccc2c(c1)NC(c1ccc(N(C)C)cc1)c1cccn1-2 (configuration not stated)
    6.0	i
- Cc1nc2ccccn2c1-c1csc(Nc2cccc(C(=O)O)c2)n1
    -3.9	i
- CCOC(=O)Cn1cnc2scc(-c3ccc(C)cc3)c2c1=O
    -22.6	i
- CCOc1c(C)cc(S(=O)(=O)NCc2ccccn2)c(C)c1C
    -28.7	i
- CC(=O)c1cccc(NC(=O)N2CCOCC2)c1
    .	i
- CCOC(=O)c1c(CC(C)C)csc1NC(=O)C(C)C
    -8.6	i
- CC(=O)OC1COC(n2ccc3ccccc32)C(OC(C)=O)C1OC(C)=O (configuration not stated)
    -10.1	i
- O=C1C=C(c2ccc3c(c2)OCO3)C[C@@H](c2ccc(F)cc2)C1
    -2.8	.
- CCCCNc1nc(N(C)c2ccccc2)nc(-n2ccnc2)n1
    -31.8	i
- Cc1cc(C(=O)N(CCC#N)Cc2cccs2)no1
    -7.5	i
- CC(/C=N/Nc1nc(N2CCCCC2)nc(N2CCCCC2)n1)=C\c1ccccc1
    -19.4	i
- CCOc1ncccc1C(=O)OCC(=O)Nc1cc(S(=O)(=O)N(CC)CC)ccc1C
    -22.4	i
- Cc1nn(C)c(Cl)c1CN1CCCC(C(=O)Nc2ccc(-c3cscn3)cc2)C1 (configuration not stated)
    -19.0	i
- COc1ccc(OC)c(C2C(C#N)=C(N)Oc3cc(C)[nH]c(=O)c32)c1 (configuration not stated)
    -1.8	i
- NNC(=O)c1cccn(Cc2cccc(C(F)(F)F)c2)c1=O
    -37.4	i
- Cc1cc(NC(=O)c2ccccc2C)ccc1NC(=O)c1ccccc1Cl
    -19.9	i
- Cc1c(C(=O)NC2CCCc3ccccc32)oc2ccc(S(=O)(=O)N3CCCCC3)cc12 (configuration not stated)
    -12.1	i
- CC(C)C(C(=O)N1CCN(Cc2ccccc2)CC1)c1ccccc1 (configuration not stated)
    -32.7	i
- O=C(CSc1nnc(CNC(=O)c2ccco2)o1)Nc1ccc(Br)cc1
    -16.5	i
- CC(C)Nc1nc(NC(C)C)nc(N(C)n2cnnc2)n1
    -13.9	i
- O=C(c1ccc2c(=O)n(Cc3ccc(Cl)cc3)c(=S)[nH]c2c1)N1CCOCC1
    -12.5	i

(next part)
Every second line gives: OX1R antag	CHT allo act
- COc1ccc(C)cc1NC(=O)CCS(=O)(=O)c1cc2c(cc1Cl)NC(=O)CO2
    -3.1	i
- N#CCCN1CCN(C(CNS(=O)(=O)c2ccc(Cl)cc2)c2ccccc2)CC1 (configuration not stated)
    -32.2	i
- CCn1cc(CN2CCC(n3nccc3NC(=O)C3CCCC3)CC2)c(C)n1
    -0.5	i
- COC(=O)c1cc(C)cc(=O)o1
    7.0	i
- CCOC(=O)c1nn(-c2ccc(Cl)cc2Cl)c(=N)c(C#N)c1C
    21.9	i
